Compound activity from PubChem BioAssay.
HGIII-sPLA2 inh = human group III sPLA2 inhibitors, primary screen, biochemical, QFRET, BODIPY PC-A2 liposome substrate | inhibition, % at 12.2 µM | Group 3 secretory phospholipase A2 (Homo sapiens), Q9NZ20 | AID 743126, 2013 | actives 0.56% (n = 370,000) | QFRET BODIPY PC-A2 liposome hydrolysis, fluorescence;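 active means inhibition above mean plus 3 SD of compounds lying within the high and low control bounds, cut at about 19% in these data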;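 further: 0% = median of test compound wells and 100% = no enzyme DMSO wells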
Target sequence (Q9NZ20 whole entry, looked up): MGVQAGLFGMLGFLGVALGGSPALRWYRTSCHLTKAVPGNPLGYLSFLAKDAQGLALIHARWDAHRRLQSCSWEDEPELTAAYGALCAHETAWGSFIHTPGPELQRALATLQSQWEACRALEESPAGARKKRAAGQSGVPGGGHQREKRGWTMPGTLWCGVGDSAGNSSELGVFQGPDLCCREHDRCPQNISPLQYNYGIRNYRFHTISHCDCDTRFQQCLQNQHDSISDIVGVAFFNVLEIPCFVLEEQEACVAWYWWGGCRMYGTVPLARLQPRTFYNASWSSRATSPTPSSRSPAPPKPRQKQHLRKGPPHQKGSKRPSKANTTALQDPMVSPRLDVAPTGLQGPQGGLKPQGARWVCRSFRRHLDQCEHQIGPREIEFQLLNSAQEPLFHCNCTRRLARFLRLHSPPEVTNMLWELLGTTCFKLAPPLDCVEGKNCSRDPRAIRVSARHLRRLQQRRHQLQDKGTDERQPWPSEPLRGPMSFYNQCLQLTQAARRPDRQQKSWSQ
Tn6 DDE FP = inhibitors of Tn6 peptide binding to fibrin DD(E), primary screen, biochemical, fluorescence polarization, human fibrin, Tn6 probe. Fibrinogen beta chain (Homo sapiens), P02675. Fibrin DD(E) TRITC-Tn6 fluorescence polarization displacement. inhibition, % at 8.3 µM. actives 0.21% (n = 370,000);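 active means inhibition above a per-campaign cutoff: mean of compounds within control limits plus 3 SD, cut at about 15% in these data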;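 further: 0% = median of all compound wells on the plate and 100% = blocking peptide control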
NPR1 activator = GC-A stimulated cGMP production enhancers – HEK293 GC-A cells, cGMP TR-FRET, EC30 ANP, primary screen; Atrial natriuretic peptide receptor 1 (Homo sapiens), P16066; 0% at EC30 ANP, 100% saturating ANP; activation, % at 10 µM; actives 0.14% (n = 370,000); AID 1671463, 2021; in the data active means activation above about 40%
proKLK7 act = proKLK7 zymogen activators, primary screen, biochemical, fluorescence intensity; activation, % at 7 µM; actives 0.9% (n = 370,000); Kallikrein-7 (Homo sapiens), P49862; purified proKLK7, EDANS-DABCYL substrate fluorescence; 100% is mature enzyme control, 0% vehicle;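 active means activation above the mean of all tested compounds plus 3 SD, computed per campaign excluding outliers beyond control limits, cut at about 13% in these data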
rCAG binder = binders of r(CAG) RNA repeats, primary screen, biochemical, fluorescence; r(CAG) RNA repeat, TO-PRO-1 dye displacement fluorescence; inhibition, % at 3 µM; actives 1.3% (n = 370,000); AID 651821, 2012;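 active means inhibition above the plate cutoff, the mean of all test compounds on that plate plus 3 SD, cut at about 35% in these data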;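 further: 0% = DMSO alone and 100% = 100 µM mitoxantrone as full dye displacement; higher means more dye released from RNA so lower well fluorescence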
ASAP1 inh = inhibitors of human ASAP1 ArfGAP activity, primary screen, biochemical, fluorescence polarization. Arf-GAP with SH3 domain, ANK repeat and PH domain-containing protein 1 (Homo sapiens), …. ASAP1-stimulated ARF1 GTP hydrolysis, GDP FP detection. inhibition, % at 16.5 µM. actives 0.19% (n = 360,000). AID 624377, 2012; in the data active means inhibition above about 25%;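 further: 0% = vehicle with enzyme and substrate and 100% = no enzyme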
ARFGAP1 inh = inhibitors of rat ARFGAP1 GAP activity, primary screen, biochemical, fluorescence polarization, GDP tracer | inhibition, % at 16.5 µM | AID 651572, 2012 | Arfgap1-stimulated ARF1 GTP hydrolysis, GDP FP detection | ADP-ribosylation factor GTPase-activating protein 1 (Rattus norvegicus), Q62848 | actives 0.26% (n = 360,000);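 active means inhibition above a per-plate limit, mean inhibition of low control wells plus 3 SD, cut at about 25% in these data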;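 further: 0% = DMSO wells with enzyme and 100% = wells lacking Arfgap1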
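system = rat Arfgap1 catalytic domain, aa 1-136 | technique = FP, GDP Alexa 633 tracer displaced from anti-GDP antibody, 620/688 nm | compound = one concentration, 16.5 µM, DMSO 1.26% | medium = HEPES-based buffer, pH 7.5 | timing = compound-enzyme preincubation 20 min, reaction 120 min, detection 60 min, 25 °C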
GC-B act = human GC-B receptor activators, primary screen, HEK293 GC-B cells, cGMP TR-FRET, EC30 CNP | Atrial natriuretic peptide receptor 2 (Homo sapiens), P20594 | 0% at EC30 CNP, 100% saturating CNP | activation, % at 10 µM | actives 0.11% (n = 370,000) | AID 1920062, 2024;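 active means activation at 10 µM reaching about 35% in either raw or pattern-adjusted values, limit read from the data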
GAA850 FXN act = FXN promoter activators, primary screen, cell-based, luciferase luminescence, HEK293 lucGAA850 | activation, % at 6 µM | actives 0.56% (n = 360,000) | HEK293 lucGAA850 FXN promoter luciferase reporter, 24 h; percent of 10 µM SAHA response;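 active means activation above the average of all compounds screened plus 3 SD, cutoff fixed separately per campaign, cut at about 7.5% in these data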;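 further: 0% = DMSO wells and 100% = 10 µM SAHA wells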
ADAM10 inh = human ADAM10 inhibitors, primary screen, biochemical, QFRET, HTS; AID 720582, 2013; inhibition, % at 7 µM; actives 0.62% (n = 370,000); recombinant ADAM10, EDANS/DABCYL FRET peptide cleavage, 3 h;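 active means inhibition above a per-campaign cutoff equal to the mean of compounds falling between control-based bounds plus 3 SD, cut at about 20% in these data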;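 further: 0% = DMSO wells while the 100% control is not disclosed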
Target sequence (O14672 214-748 limits assumed): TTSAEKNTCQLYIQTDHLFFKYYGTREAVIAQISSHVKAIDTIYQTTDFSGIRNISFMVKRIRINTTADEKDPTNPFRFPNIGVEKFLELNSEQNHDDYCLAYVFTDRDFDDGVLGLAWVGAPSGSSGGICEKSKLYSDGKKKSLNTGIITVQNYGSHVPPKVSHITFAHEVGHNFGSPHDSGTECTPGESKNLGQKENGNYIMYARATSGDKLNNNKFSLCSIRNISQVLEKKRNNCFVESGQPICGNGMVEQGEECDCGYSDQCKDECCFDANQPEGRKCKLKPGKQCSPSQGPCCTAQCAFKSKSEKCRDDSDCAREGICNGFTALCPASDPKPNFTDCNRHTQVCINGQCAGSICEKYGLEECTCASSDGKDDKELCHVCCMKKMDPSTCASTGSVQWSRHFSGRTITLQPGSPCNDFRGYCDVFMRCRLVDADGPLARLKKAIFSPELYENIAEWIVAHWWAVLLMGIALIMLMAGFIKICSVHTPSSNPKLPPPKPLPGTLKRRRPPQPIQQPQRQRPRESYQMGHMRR
Starred values were filed as active, the others as inactive; · = not tested or not shown.

Molecule	HGIII-sPLA2 inh	Tn6 DDE FP	NPR1 activator	proKLK7 act	rCAG binder	ASAP1 inh	ARFGAP1 inh	GC-B act	GAA850 FXN act	ADAM10 inh
COc1ccc([C@H]2N[C@]3(CCCN(Cc4ccccc4)C3=O)[C@H]3C(=O)N(Cc4ccccc4)C(=O)[C@@H]23)cc1	-1.4	-5.6	2.5	0.4	0.4	-1.2	5.7	2.1	-5.6	3.6
COc1cc(-c2nc3ccccn3c2N)ccc1O	-1.3	-2.8	1.7	0.0	-1.1	9.2	11.1	7.9	1.6	-18.0
O=c1cc[nH]c2c1ccc1cccnc12	0.8	-0.5	3.4	-3.6	0.3	-15.5	4.5	1.3	-1.3	-7.5
COc1ccc(C2CC2/C(=N/O)c2ccccc2)cc1 (stereo not given)	-2.9	-12.6	4.4	-0.4	-2.1	5.7	2.4	5.0	4.2	-3.6
CCc1nc2c(OCCOc3ccc(F)cc3)cccn2c1N(C)C(=O)c1cccs1	1.9	3.2	-1.2	0.8	2.3	-5.0	-5.9	2.6	-2.1	-3.3
N#CC1=C(N)Oc2n[nH]c(-c3ccccc3)c2C1c1cccc(OC(=O)N2CCOCC2)c1 (stereo not given)	-14.6	-4.1	-45.7	-0.2	12.4	0.0	5.4	-22.4	-1.2	-3.1
CCCS(=O)(=O)N1CCC(C(=O)NCCc2ccc(C)cc2)CC1	-5.9	12.1	1.1	0.3	-0.8	-1.9	2.6	3.8	-1.5	6.6
CNc1ccccc1C(=O)OCC(=O)c1ccc(F)cc1	2.0	-1.0	2.4	1.6	-0.6	-4.4	-4.4	2.5	0.7	-10.2
S=c1[nH]nc(-c2ccccc2Cl)n1CC1CCCO1 (stereo not given)	0.3	7.3	4.9	-0.1	0.1	-5.8	-3.3	-2.8	2.5	-3.6
ON=C1c2ccccc2-c2ccccc21	-17.9	-4.9	8.3	-0.2	1.0	13.2	-0.2	-3.0	0.5	1.6
CCN(C(=O)c1cc2c(=O)[nH]c3ccc(C)cc3c2s1)c1cccc(C)c1	9.5	10.0	1.3	0.0	4.0	-2.8	-7.2	2.2	-0.9	-1.1
CCC(Oc1ccccc1OC)C(=O)Nc1ccc2c(c1)OCCO2 (stereo not given)	0.3	3.0	-8.2	0.2	-7.2	3.2	-10.1	0.0	-1.8	4.0
CC(C)Oc1cccc(C(=O)Nc2ccc(NC(=O)c3ccco3)cc2)c1	0.4	4.2	-2.2	-1.7	-4.5	-11.1	-1.4	3.6	0.8	-6.8
Cc1ccc(-c2ccc(C)c(N)c2C)c(C)c1N	3.8	5.5	-0.8	-0.7	-2.9	-3.1	1.7	1.5	1.1	-63.8
CC(=O)c1ccc(NC2=C(N3CCOCC3)C(=O)c3ccccc3C2=O)cc1	2.6	-5.4	-1.9	0.8	-1.3	26.8*	25.3*	2.5	-0.5	-24.1
CCOc1ccccc1C1C2C(=O)N(c3ccccc3)C(=O)C2ON1c1ccccc1 (stereo not given)	0.0	6.7	-1.4	6.9	7.6	-0.5	-3.7	3.0	-2.3	5.4
O=C(CCN1C(=O)c2ccccc2C1=O)Nc1ccc(F)cc1F	9.1	5.4	3.2	0.4	-1.4	-2.2	2.7	1.3	-1.9	-0.1
COc1ccc(CN2CCNC(=O)C2CC(=O)NCCC2=CCCCC2)cc1OC (stereo not given)	2.1	-0.8	-2.0	-0.5	-3.5	-7.7	2.2	0.7	2.7	-1.1
CCN1CCN(C(=S)NCC(C)C)CC1	-0.3	6.3	1.1	0.1	-0.2	-11.4	-0.1	4.1	1.7	-0.6
CC(C)(C)OC(=O)N1CCC[C@H]1C(=O)Nc1ccc(C#N)cc1	4.4	4.2	-0.3	-0.8	-1.8	3.5	0.3	2.2	2.7	-9.1
COc1cc(OC)cc(C(=O)NNS(=O)(=O)c2ccc(F)cc2)c1	0.4	-7.9	-2.0	-0.1	-5.8	-7.3	11.6	1.6	1.9	-5.4
O=C(CN1C(=O)NC2(CCCCCC2)C1=O)c1ccc(F)cc1	6.7	1.1	3.5	0.2	-2.9	1.4	13.8	2.5	-1.1	-2.5
Cc1ccc(C2CC(c3cccs3)=NN2C(=O)CSc2nc(=O)n3ccc(C)cc3n2)cc1 (stereo not given)	5.1	0.5	1.7	-1.2	9.8	-9.6	-0.5	3.2	-3.3	-16.0
CC(C)Cn1c(SCC(=O)NC2CCCc3ccccc32)nc(O)cc1=O (stereo not given)	4.7	-4.7	-1.4	-0.2	8.1	-0.2	15.8	0.1	-3.3	7.2
COc1ccc(CNC(=O)c2cccc(NC(=O)CC3SC(N4CCCCC4)=NC3=O)c2)cc1 (stereo not given)	-7.2	-3.3	2.7	0.0	2.5	-2.1	-15.4	-0.8	1.1	-9.3
Cc1[nH]n(-c2ccccc2)c(=O)c1/C=N/Nc1nncc(-c2ccccc2)n1	18.0	1.1	·	-3.7	24.5	3.0	3.9	·	-12.0	-168.7
CCc1ccc2c(CN3CCN(S(=O)(=O)c4cccs4)CC3)cc(=O)oc2c1	1.2	-7.0	0.5	-0.6	3.0	24.0	-7.7	-2.6	2.6	20.7*
CCN(C(=S)NC(=O)c1ccccc1Br)C1CCCCC1	8.0	2.3	2.3	0.2	0.3	-3.3	13.0	2.6	1.2	1.6
O=C(NN1C(=O)c2ccccc2NC1c1ccccn1)c1ccccc1 (stereo not given)	0.8	-0.3	-1.4	-7.2	0.2	-5.5	3.0	4.4	2.2	-211.5
COCC(C)NS(=O)(=O)c1ccccc1 (stereo not given)	1.4	-2.9	1.4	-0.6	-0.9	-0.4	3.3	0.1	0.8	-5.9
COc1ccc(C(=O)NCC(=O)N/N=C/C(C)=C/c2ccco2)cc1OC	0.0	-3.6	0.3	0.4	5.2	10.8	4.6	2.6	2.5	-6.5
O=C1c2ccccc2C(=O)N1CN(C(=O)c1ccccc1[N+](=O)[O-])c1ccc(F)cc1	9.6	-0.2	-9.7	0.3	-2.5	-10.9	2.2	-3.1	-3.3	2.6
CC(C)(C)N1C(=O)c2ccc(C(=O)Nc3nccs3)cc2C1=O	2.5	3.1	-1.5	-0.4	-2.0	6.3	-4.5	-0.7	4.1	3.6
COc1ccccc1CNc1nc2cc(-c3ccsc3)sc2c(=O)n1C	-9.3	-3.6	-4.6	0.0	6.4	6.7	4.9	-8.9	0.2	-3.2
Nc1ccc(C23CC4CC(CC(CO)(C4)C2)C3)cc1	-4.5	3.3	-0.1	0.1	-2.1	-7.5	-5.5	6.8	1.1	2.6
Cc1cccc(NC(=O)c2ccc(NC(=O)c3ccccc3Br)cc2)c1	-1.0	2.4	0.3	0.6	1.4	8.5	20.6	4.1	2.9	13.8
CC(=O)c1ccc(S(=O)(=O)Nc2cccc(S(=O)(=O)NC3=NCCC3)c2)cc1	-3.6	-4.2	-2.5	-0.3	4.7	-10.1	-2.0	3.7	-0.9	-4.2
O=C(NCCCN1CCOCC1)c1ccc2c(c1)N(Cc1ccccc1)C(=O)c1ccccc1S2=O (stereo not given)	-1.2	-6.0	2.8	0.2	-3.3	-3.8	-2.8	2.5	0.5	6.0
Cc1ccc(Cl)cc1NC(=O)CNCC(c1ccccc1)N(C)C (stereo not given)	-1.7	1.7	-4.6	0.3	-7.2	-3.2	4.8	-1.6	-1.7	1.5
CCN(CC)CCCn1c2c(c(SCC(=O)Nc3cccc4ccccc34)nc1=O)CCC2	-3.6	2.3	-2.5	-1.8	-2.1	-21.5	-11.6	-5.5	-0.6	-10.0
O=C(NCc1ccccc1OC(F)(F)F)C1CCC(=O)N(CCc2ccccn2)C1 (stereo not given)	2.7	5.1	0.9	0.6	-8.7	-8.0	-8.1	-0.5	1.7	1.5
CCN(CC)S(=O)(=O)c1ccc(NC(=O)c2ccc(Sc3nncn3C)c([N+](=O)[O-])c2)cc1	-23.5	-1.9	0.7	0.5	35.8*	-4.8	-10.9	-0.8	2.8	5.2
CC(CCc1ccccc1)NC(=O)c1ccc2nc(N3CCOCC3)sc2c1 (stereo not given)	1.3	-5.2	2.4	0.2	-4.5	1.5	5.2	3.7	-4.1	-6.8
COc1cc(CNc2nc3ccccc3n2C)cc(OC)c1OC	5.1	-6.2	1.2	0.1	3.8	4.2	-0.3	4.2	3.4	-2.5
Cc1cc(/C=N/Nc2ccc([N+](=O)[O-])cn2)c(C)n1-c1ccc(C(=O)O)cc1	-6.6	0.9	0.3	-0.2	42.3*	1.1	-6.0	-6.0	5.0	8.0
CCCNC(=O)Cn1nc([N+](=O)[O-])c([N+](=O)[O-])c1C	-6.3	-10.4	0.3	0.5	-0.5	2.3	-3.0	6.5	1.6	0.0
O=C(Nc1nncs1)c1ccc(F)c(S(=O)(=O)N2CCCCC2)c1	7.4	3.0	2.1	0.0	4.7	8.7	-0.3	-3.0	-1.5	-5.9
COCCCNC(NC(=O)c1ccc(Cl)cc1)C(Cl)(Cl)Cl (stereo not given)	-2.1	-6.9	1.2	-0.2	-2.5	5.3	1.7	-3.5	-1.8	-5.7
O=C(CCc1c[nH]c2ccccc12)NCc1ccc2c(c1)OCO2	-21.5	1.9	-2.1	-0.4	4.6	-0.7	3.1	0.3	0.8	-2.0
CC(C)CC(CO)N1CCN(C(=O)c2ccc(Cl)c(Cl)c2)CCC1=O (stereo not given)	3.2	6.5	1.2	0.2	-6.0	7.3	-6.3	0.8	-0.3	-1.2
COc1ccc(NC(=O)Nc2ccc(N(C)C)cc2)cc1	12.2	0.0	-1.9	-0.1	3.8	2.9	9.3	-1.5	4.7	0.2

A section taken from the entries so far, for reference:
Molecule	HGIII-sPLA2 inh	Tn6 DDE FP	NPR1 activator	proKLK7 act	rCAG binder	ASAP1 inh	ARFGAP1 inh	GC-B act	GAA850 FXN act	ADAM10 inh
O=C(CCc1c[nH]c2ccccc12)NCc1ccc2c(c1)OCO2	-21.5	1.9	-2.1	-0.4	4.6	-0.7	3.1	0.3	0.8	-2.0
CC(C)CC(CO)N1CCN(C(=O)c2ccc(Cl)c(Cl)c2)CCC1=O (stereo not given)	3.2	6.5	1.2	0.2	-6.0	7.3	-6.3	0.8	-0.3	-1.2
COc1ccc(NC(=O)Nc2ccc(N(C)C)cc2)cc1	12.2	0.0	-1.9	-0.1	3.8	2.9	9.3	-1.5	4.7	0.2
